# LYPLA1 counter – LYPLA1 (human) inhibition in PME1 counter-screen | O75608 | recombinant LYPLA1, FP-Rh probe fluorescence polarization | inhibition, % at 5.9 µM | actives 0.16% (n = 320,000) | AID 2174;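 active = inhibition above the mean of all tested compounds plus 3 SD, set per campaign, cut at about 14% in these data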;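 note: inhibitors block serine hydrolase probe labeling of LYPLA1 so polarization falls; 0% = enzyme with DMSO and 100% = wells lacking LYPLA1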
# PAFAH1B2 inh – PAFAH1B2 (human) inhibition | P68402 | recombinant PAFAH1B2, FP-rhodamine activity probe, fluorescence polarization | AID 492953 | actives 1.2% (n = 340,000) | inhibition, % at 3.39 µM;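 active = inhibition above the mean of all tested compounds plus 3 SD, cut at about 24% in these data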;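 note: 0% = enzyme with DMSO and 100% = wells lacking PAFAH1B2; many of its hits are not listed in these tables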
# Target sequence (P68402 whole entry, looked up): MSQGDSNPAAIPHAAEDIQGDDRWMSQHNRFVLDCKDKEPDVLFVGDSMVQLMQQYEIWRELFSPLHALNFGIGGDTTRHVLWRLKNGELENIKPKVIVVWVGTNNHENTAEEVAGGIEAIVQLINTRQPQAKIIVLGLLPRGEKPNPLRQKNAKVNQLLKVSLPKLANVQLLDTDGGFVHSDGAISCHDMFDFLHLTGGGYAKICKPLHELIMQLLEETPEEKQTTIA
# PAFAH1B3 inh – inhibitors of human PAFAH1B3; actives 0.28% (n = 340,000); Q15102; recombinant PAFAH1B3, FP-rhodamine probe, fluorescence polarization; inhibition, % at 3.39 µM;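 active = inhibition above the screen-wide average of all tested compounds plus 3 SD, cut at about 25% in these data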;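 note: 0% = enzyme with DMSO only and 100% = wells lacking PAFAH1B3 protein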
# ZTA DNA inh – ZTA (EBV) inhibition in EBNA-1 counter-screen. actives 0.15% (n = 320,000). ZTA-DNA binding, fluorescence polarization. P03206. inhibition, % at 11 µM; in the data active = inhibition above about 33%
# pPAFAH FP inh – inhibitors of human plasma PAF acetylhydrolase (pPAFAH). Q13093. recombinant pPAFAH, FP-rhodamine probe fluorescence polarization. inhibition, % at 3.39 µM. actives 1.5% (n = 330,000). AID 463082;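 active = inhibition above the mean inhibition across the screen plus 3 SD, cut at about 25% in these data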;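 note: inhibitors block binding of the rhodamine activity-based probe so polarization drops; 0% = enzyme with DMSO and 100% = wells lacking pPAFAH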
# PAFAH2 FP inh – PAFAH2 (human) inhibition; Q99487; recombinant PAFAH2, FP-rhodamine activity probe, fluorescence polarization; inhibition, % at 3.39 µM; actives 0.99% (n = 340,000); AID 492956;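 active = inhibition above the mean over all tested compounds plus 3 SD, cut at about 30% in these data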;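 note: inhibitors block probe labeling of enzyme so polarization drops; 0% = enzyme with DMSO and 100% = wells lacking PAFAH2 protein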
# LYPLA2 inh – counter-screen for PME1 inhibitors: inhibitors of human LYPLA2; O95372; recombinant LYPLA2, FP-Rh probe fluorescence polarization; actives 0.38% (n = 320,000); inhibition, % at 5.9 µM;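 active = inhibition above the screen-wide mean plus 3 SD, limit set per campaign, cut at about 26% in these data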;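 note: 0% = LYPLA2 with DMSO and 100% = wells lacking LYPLA2 enzyme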
# PREPL inhibitor – inhibitors of human prolyl oligopeptidase-like enzyme PREPL; recombinant PREPL, fluorescence polarization activity-based probe; inhibition, % at 5.96 µM; actives 0.68% (n = 320,000); AID 2751; in the data active = inhibition above about 43%;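 note: 0% = enzyme with DMSO and 100% = wells lacking enzyme; many of its hits are not listed in these tables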
# Target sequence (Q4J6C6 whole entry, looked up): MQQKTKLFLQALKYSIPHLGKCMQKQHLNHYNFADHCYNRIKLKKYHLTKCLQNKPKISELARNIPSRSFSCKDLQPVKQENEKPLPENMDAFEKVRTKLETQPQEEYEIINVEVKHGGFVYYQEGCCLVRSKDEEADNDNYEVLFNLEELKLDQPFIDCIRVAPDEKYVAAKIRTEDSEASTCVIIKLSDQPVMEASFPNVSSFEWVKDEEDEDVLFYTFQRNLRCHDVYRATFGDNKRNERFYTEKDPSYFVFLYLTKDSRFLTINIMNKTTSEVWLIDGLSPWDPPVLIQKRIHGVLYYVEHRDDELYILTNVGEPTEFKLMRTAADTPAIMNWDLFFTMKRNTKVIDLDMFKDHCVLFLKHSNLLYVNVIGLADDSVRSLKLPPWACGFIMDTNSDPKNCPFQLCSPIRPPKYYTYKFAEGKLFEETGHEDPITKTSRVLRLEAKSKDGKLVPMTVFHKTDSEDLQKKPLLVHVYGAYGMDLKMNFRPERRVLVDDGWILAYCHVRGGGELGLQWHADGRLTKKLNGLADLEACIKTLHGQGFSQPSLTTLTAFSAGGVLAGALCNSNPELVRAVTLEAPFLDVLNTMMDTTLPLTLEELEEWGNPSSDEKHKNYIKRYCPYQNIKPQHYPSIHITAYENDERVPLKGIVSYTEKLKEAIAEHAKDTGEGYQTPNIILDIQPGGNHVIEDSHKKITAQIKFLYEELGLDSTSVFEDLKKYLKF
# EBNA-1 inhibitor – blocks EBNA-1 binding to DNA; inhibition, % at 14.8 µM; actives 0.34% (n = 300,000); EBNA-1 DNA binding, fluorescence polarization; in the data active = inhibition above about 28%
# Numbers without * were called inactive; . = no result given. Only part of the results is shown; count on the stated rates, not on these rows.
SMILES,LYPLA1 counter,PAFAH1B2 inh,PAFAH1B3 inh,ZTA DNA inh,pPAFAH FP inh,PAFAH2 FP inh,LYPLA2 inh,PREPL inhibitor,EBNA-1 inhibitor
CC(=O)N1CCc2cc(S(=O)(=O)NC(Cc3ccccc3)C(=O)NC3CCCCCC3)ccc21 (configuration not stated),0,6,-4,-13,0,13,8,13,1
CC1CCCN(C(=O)c2ccc3c(=O)n(Cc4ccc5c(c4)OCO5)c(=S)[nH]c3c2)C1 (configuration not stated),-12,-2,4,-9,5,2,-8,-1,7
N#CCN1C(=S)N=C(Nc2cccc(Cl)c2)C12CCCCC2,-1,8,4,8,-8,2,-2,6,4
Cc1n[nH]c(=S)n1/N=C/c1ccc(OCc2ccc(Cl)cc2Cl)cc1,-5,9,6,-8,9,-3,-2,26,-11
COc1cc(NC(=O)c2cc(-c3cccc(O)c3)on2)cc(OC)c1OC,-8,10,0,-11,8,0,-12,14,9
COC(=O)C1=NN[C@H](C(=O)OC)[C@H]1c1ccccc1,-3,5,1,-13,-1,2,2,9,-4
Cc1ncc([N+](=O)[O-])n1CCOC(=O)NC(NCc1ccccc1)C(Cl)(Cl)Cl (configuration not stated),-1,6,4,14,4,14,1,4,1
O=S(=O)(NCCc1nnc2ccc(SCc3cccnc3)nn12)c1ccccc1,-3,-1,13,1,-3,4,1,5,-1
CC(C)(C)c1ccc(C2=CC(c3ccccc3F)n3ncnc3N2)cc1 (configuration not stated),-3,48*,16,-7,24,1,-7,12,2
CC(C)CC(NC(=O)/C(=C/c1ccco1)NC(=O)c1ccc(Br)o1)C(=O)O (configuration not stated),0,2,7,-9,4,-1,1,11,-7
COc1ccc(Nc2ncc3c(n2)CC(c2ccc(C)cc2)CC3=O)cc1 (configuration not stated),3,-2,1,22,5,-4,7,14,15
O=c1[nH]c(=O)n([C@H]2C[C@H](O)[C@@H](CO)O2)cc1C(F)(F)F,1,2,5,-3,0,5,2,15,1
COc1nc2ccc(C)cc2cc1-c1noc(-c2cccnc2)n1,-4,4,6,11,-3,-5,-2,9,-3
O=C(Cn1c(=O)c2cccn2c2ccccc21)NCc1cccc(F)c1,2,2,8,-9,6,0,4,-21,3
O=C1CN(C(=O)COC(=O)c2ccco2)c2ccccc2N1,-1,0,6,-6,0,0,-1,4,.

# PAFAH1B2 inh: hit marks shown above
mol,PAFAH1B2 inh,PAFAH1B3 inh,pPAFAH FP inh,PAFAH2 FP inh,PREPL inhibitor,EBNA-1 inhibitor
CC(C)(C)c1ccc(C2=CC(c3ccccc3F)n3ncnc3N2)cc1 (configuration not stated),48*,16,24,1,12,2

# Remaining list, next part
SMILES,LYPLA1 counter,PAFAH1B2 inh,PAFAH1B3 inh,ZTA DNA inh,pPAFAH FP inh,PAFAH2 FP inh,LYPLA2 inh,PREPL inhibitor,EBNA-1 inhibitor
Cc1ccc(S(=O)(=O)N/N=C/c2cccn2-c2ccc(Cl)cc2)cc1,-1,54*,3,-14,5,0,10,-8,0
COc1ccc(CCNC(=O)C2CCN(S(=O)(=O)c3ccc(OC)c(OC)c3)CC2)cc1,3,3,0,9,2,6,1,10,1
Cc1ccc(Cl)c(NC(=O)CSc2cccc[n+]2[O-])c1Cl,.,-1,1,.,3,8,.,3,.
O=C(NC1CC2CCC1C2)C1CCN(S(=O)(=O)c2ccc(-c3nn[nH]n3)cc2)CC1 (configuration not stated),-3,1,2,10,2,-3,-2,-1,8
Cc1ccc(S(=O)(=O)NC(C)CCc2ccccc2)cc1 (configuration not stated),0,36*,10,8,10,-1,4,-44,18
Cc1c(C(=O)O)oc2c1C(=O)CC(C)(C)C2,0,4,1,-9,3,2,-2,4,-6
CC1(C)CC(=O)C2=C(C1)OC(N)=C([N+](=O)[O-])C2c1ccc(F)cc1 (configuration not stated),4,.,.,2,6,.,0,-5,-1
CSCCC(NC(=O)c1ccccc1Cl)C(=O)N(C)CC(=O)Nc1ccc(N2CCOCC2)cc1 (configuration not stated),-6,5,2,2,29*,4,-2,1,7
Cc1nnc(NC(=O)CCSCCC(=O)Nc2nnc(C)s2)s1,-3,-3,1,-2,-4,4,-7,5,-11
Cc1cccc(-n2ccnc2SCC(=O)Nc2nccs2)c1,5,3,2,3,-3,0,-7,-6,-7
O=C(CCCc1nc(-c2ccccc2)no1)NC1CCCC1,1,7,3,3,4,-2,-1,-4,6
COc1ccc(C(=O)NCC2(N3CCCCC3)CCCCC2)cc1S(=O)(=O)N(C)C,1,5,5,-6,1,1,4,15,0
COc1nc(-c2cnccn2)sc1C,-1,6,5,18,3,-1,0,-4,10
COc1ccc([N+](=O)[O-])cc1NC(=O)CCN1CCN(c2ccccc2)CC1,-3,0,7,0,-4,-4,-12,15,-17
O=C(CNC(=O)c1ccc(C(F)(F)F)cc1)NC1CC1,.,1,1,.,1,0,.,13,.
CC(=O)Nc1ccc2oc(C)nc2c1,1,-3,1,-10,-5,7,1,3,-2
O=C1CSC(c2ccncc2)N1Cc1ccc(F)cc1 (configuration not stated),-4,3,3,3,0,-1,3,10,2
CCCCCCC(=O)Nc1nnc(CC)s1,-3,3,10,-12,3,6,-5,1,-1
CCOc1cc(NC(=O)c2cccs2)c(OCC)cc1NC(=O)c1ccccn1,-4,1,3,6,5,7,0,-3,1
Cc1onc(-c2ccccc2)c1C(=O)OCC(=O)Nc1ccc(Cl)cc1,-3,-5,4,-10,-3,8,6,12,.
CC(C)(C)c1ccc(OCC(=O)NNC(=S)NC(=O)c2ccccc2[N+](=O)[O-])c(Br)c1,4,39*,6,-8,29*,12,27*,1,-17
COc1ccccc1CNC(=S)Nc1cc(C)ccc1C,-1,0,9,-2,-1,0,1,-3,-4
CN1CCCN(Cc2ccc(Cl)cc2Cl)CC1,1,1,4,-15,2,1,-3,2,-9
CCOc1ccc(N2C(=O)C(c3ccccc3)=C(c3nc4ccccc4s3)C2NC(C)=O)cc1 (configuration not stated),-3,-1,4,2,26*,-6,2,0,-2
CC1Cc2ccccc2N1C(=O)CSc1nnc2n1C(C)(C)Cc1ccccc1-2 (configuration not stated),-7,5,2,2,5,-4,-5,-8,-1
CC(=O)Nc1cc(C(=O)NCc2ccco2)ccc1Sc1ccc(Cl)cc1,2,-2,-3,-7,2,4,4,22,4
CCN1CCN(CCNC(=O)c2ccc(CS(=O)c3ccc(Cl)cc3)o2)CC1 (configuration not stated),-2,-3,6,2,4,-4,5,-4,-13
COc1ccc(/C=N/NC(=O)c2ccccc2O)cc1COc1ccccn1,-3,0,5,-15,4,-3,1,1,-3
CC(C)(C)c1ccc(C(=O)N2CCC(NC(=O)c3ccccc3)CC2)cc1,-2,2,7,7,-3,12,39*,8,-20
Cc1nnc(SCc2ccccc2CSc2nnc(C)s2)s1,1,2,-1,7,-1,8,3,-8,5

# Look-ups from above.
# `COc1nc(-c2cnccn2)sc1C` in EBNA-1 inhibitor is entered as 10
# `CC(=O)Nc1cc(C(=O)NCc2ccco2)ccc1Sc1ccc(Cl)cc1` in PREPL inhibitor is entered as 22
# `CC(C)(C)c1ccc(C2=CC(c3ccccc3F)n3ncnc3N2)cc1` (configuration not stated) in PAFAH2 FP inh is entered as 1
# `CC1Cc2ccccc2N1C(=O)CSc1nnc2n1C(C)(C)Cc1ccccc1-2` (configuration not stated) in pPAFAH FP inh is entered as 5
# `CC1CCCN(C(=O)c2ccc3c(=O)n(Cc4ccc5c(c4)OCO5)c(=S)[nH]c3c2)C1` (configuration not stated) in PAFAH2 FP inh is entered as 2

# (more compounds)
SMILES,LYPLA1 counter,PAFAH1B2 inh,PAFAH1B3 inh,ZTA DNA inh,pPAFAH FP inh,PAFAH2 FP inh,LYPLA2 inh,PREPL inhibitor,EBNA-1 inhibitor
Cc1ccc(Oc2ccccc2NC(=O)C2=COCCO2)cc1,1,6,8,0,1,1,1,-15,-7
C=CC[C@@H](CC(=O)N[C@@H](CO)Cc1ccccc1)C(=O)N[C@@H](COC(=O)[C@@H](CC=C)Cc1ccc(F)cc1)Cc1ccccc1,.,3,2,.,7,4,.,14,.
O=C(c1ccccc1)N1CCc2ccccc21,7,2,-1,-13,4,2,3,2,11
Cc1ccc(S(=O)(=O)CCC(=O)Nc2nnc(CC(C)C)s2)cc1,2,2,2,-1,-4,-4,6,-9,-10
Cc1ccc(SC(C)C(=O)Nc2cccc(N(C)S(C)(=O)=O)c2)cc1 (configuration not stated),-1,4,6,7,2,-4,-5,2,-9
O=C(Nc1ccccc1)OCc1cc(-c2ccc(Cl)cc2)on1,-3,-1,2,5,3,-1,-2,-6,13
CCCCc1ccc(S(=O)(=O)NCCc2ccncc2)cc1,1,2,12,11,4,4,9,0,20
COc1ccc(NC(=O)/C(C#N)=C\c2ccc(-c3cc(C(=O)O)ccc3C)o2)cc1,5,2,9,-13,8,11,26,-4,-16
Clc1ccc(-n2nnnc2CN2CCOCC2)cc1,0,10,2,4,1,-1,1,2,15
O=C(c1cccc(NS(=O)(=O)c2ccccc2)c1)N1CCCCC1,2,7,7,-19,5,-3,1,5,0
CC1CCCCN1C(=O)Cn1c(=O)oc2cc(S(=O)(=O)N3CCCC3)ccc21 (configuration not stated),-2,-1,-7,6,-3,4,-8,0,-4
COc1ccc(COC(=O)c2ccc(Br)c(S(=O)(=O)N3CCOCC3)c2)cc1F,-2,-1,0,-9,4,3,-7,9,-11
O=C(O)C(Cc1ccccc1)n1c(=S)[nH]c2ccccc2c1=O (configuration not stated),0,-2,5,-32,0,-11,-1,1,-2
CCOC(=O)c1c(S(=O)(=O)N2CCCCC2C)c(C)n(C)c1C (configuration not stated),4,5,9,3,3,6,3,3,-1
Cc1ccc(-n2c(CNc3cccc(Cl)c3)n[nH]c2=S)cc1,1,23,4,-19,-2,1,3,-27,-15
COc1cccc(N(C(=O)CNC(=O)c2ccco2)C(C(=O)NC2CCCC2)c2cccnc2)c1 (configuration not stated),-2,-1,11,13,1,-14,0,-6,14
O=[N+]([O-])c1cccc(C(=Nc2cccc(Cl)c2)NO)c1,1,5,10,-25,0,2,-4,12,12
CC(OC(=O)c1ccc(O)cc1)C(=O)Nc1cc(C(F)(F)F)ccc1Cl (configuration not stated),-2,4,1,-1,-1,-2,-7,2,-1
CCC(=O)Nc1nc2ccc(NC(=O)COc3ccccc3)cc2s1,3,-1,-4,3,6,-9,3,2,4
O=S(=O)(NCc1ccc2c(c1)OCO2)c1cccc2cccnc12,2,7,4,-18,-4,-7,-8,0,-9
COc1cccc(/C=N/NC(=O)c2ccncc2)c1OC(=O)c1ccc(Br)cc1,-17,3,17,-6,5,-77,-10,-8,-7
CCc1noc(C)c1C(=O)Nc1nnc(C(CC)CC)s1,4,3,1,-2,0,-1,8,-1,.
CCO/C=C1\N=C(c2ccc(F)cc2)OC1=O,0,4,4,-9,-5,-3,5,-6,1
COc1ccc(NC(=O)CN(C)C(=O)CSc2nc3ccccc3s2)cc1,-6,-3,-5,1,-6,-11,-9,0,8
CC(C)(C)NC(=O)NC(=O)COC(=O)CNC(=O)c1cc(Cl)cc([N+](=O)[O-])c1,2,-1,11,0,2,2,-2,11,-6
Cc1ccc(CSCC(=O)NCCCN2CCOCC2)cc1,13,2,-3,4,-6,2,-15,3,0
CCn1c(-c2ccc(C)cc2)n[nH]c1=S,-4,6,12,-21,3,6,0,21,-12
COC(=O)c1ccc(NC(=O)c2c(Br)cnn2C)cc1,-3,3,8,-6,3,-1,-5,-9,13
CC(NC(=O)c1ccccc1NC(=O)CN1CCN(c2ccccc2O)CC1)c1ccccc1 (configuration not stated),3,-3,-2,-6,7,0,1,21,.
CC1Cc2ccccc2N1S(=O)(=O)c1cccc(C(=O)N2CC(=O)Nc3ccccc32)c1 (configuration not stated),3,11,1,7,1,3,-2,22,-14
Cc1ccc(Nc2cc(C)nc3c(C)ccc([N+](=O)[O-])c23)cc1,-3,-1,-3,-10,9,6,-3,2,-7
Cc1cccc2c1cnn2C(=O)Nc1ccc(Br)cc1F,-4,3,10,-3,-2,-2,-14,5,0

# Compound activity as filed in PubChem.
